# AMPAR-TARP mod: modulators of AMPA receptor GluA2-stargazin complexes | 40,000 compounds, 3.5% hits | calls only at 30 µM | AID 1259245 | HEK293 GluA2+stargazin, membrane potential dye (FDSS), glutamate EC50; hits were called plate by plate, in both directions;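 active = any of four per-well response measures lying three or more SD from its plate-wide compound average, in either direction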
# Target sequence (O88602 whole entry, looked up): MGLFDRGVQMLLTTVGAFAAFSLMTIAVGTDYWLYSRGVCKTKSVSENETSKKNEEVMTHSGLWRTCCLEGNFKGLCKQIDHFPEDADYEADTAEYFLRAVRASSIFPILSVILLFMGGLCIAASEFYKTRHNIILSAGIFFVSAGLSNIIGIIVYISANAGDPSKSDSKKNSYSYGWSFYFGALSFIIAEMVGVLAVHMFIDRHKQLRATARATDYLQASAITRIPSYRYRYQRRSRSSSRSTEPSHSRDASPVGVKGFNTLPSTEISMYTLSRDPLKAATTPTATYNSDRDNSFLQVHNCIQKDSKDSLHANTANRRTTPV
# Target sequence (P19491 whole entry, looked up): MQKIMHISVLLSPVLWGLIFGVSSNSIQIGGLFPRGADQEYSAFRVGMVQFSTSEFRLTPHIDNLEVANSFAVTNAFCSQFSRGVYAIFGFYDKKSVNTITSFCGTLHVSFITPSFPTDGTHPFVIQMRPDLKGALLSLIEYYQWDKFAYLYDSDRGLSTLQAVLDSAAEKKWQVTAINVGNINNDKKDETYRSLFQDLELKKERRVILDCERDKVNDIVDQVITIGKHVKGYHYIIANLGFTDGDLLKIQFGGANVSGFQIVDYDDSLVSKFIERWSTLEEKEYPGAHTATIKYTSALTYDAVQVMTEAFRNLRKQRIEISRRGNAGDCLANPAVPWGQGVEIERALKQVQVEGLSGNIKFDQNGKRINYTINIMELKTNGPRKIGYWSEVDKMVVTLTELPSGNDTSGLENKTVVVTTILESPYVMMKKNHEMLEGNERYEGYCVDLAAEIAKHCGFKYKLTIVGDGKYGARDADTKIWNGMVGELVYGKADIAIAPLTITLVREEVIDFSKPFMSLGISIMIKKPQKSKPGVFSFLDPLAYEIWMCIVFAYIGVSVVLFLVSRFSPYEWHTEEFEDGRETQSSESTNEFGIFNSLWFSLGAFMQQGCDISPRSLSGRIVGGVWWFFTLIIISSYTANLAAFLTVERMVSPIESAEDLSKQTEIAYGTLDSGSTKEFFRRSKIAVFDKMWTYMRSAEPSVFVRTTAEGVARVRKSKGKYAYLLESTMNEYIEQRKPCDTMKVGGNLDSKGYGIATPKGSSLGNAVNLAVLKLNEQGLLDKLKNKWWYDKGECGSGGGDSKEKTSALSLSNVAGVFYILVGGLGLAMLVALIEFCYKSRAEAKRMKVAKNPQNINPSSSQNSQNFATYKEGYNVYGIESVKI
# AMPAR-TARP mod agonism max-min: further read-out of AMPAR-TARP mod, marked with its call; compound max-min signal; compound-alone response (agonism);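 unitless range of fluorescence divided by baseline over first 100 seconds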
# AMPAR-TARP mod glutamate slope: also measured in AMPAR-TARP mod; calls as there; glutamate slope, % of max; measured here: glutamate response slope, % max;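 scaled per plate between vehicle wells and maximal 1 mM glutamate control wells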
# * hit, by the source's call; i = inactive; + = active, no number. The list is partial; count on the stated rates, not on these rows.
SMILES,AMPAR-TARP mod,AMPAR-TARP mod agonism max-min,AMPAR-TARP mod glutamate slope
Cc1ccc(NC(=O)C(=O)NCC2CCN(C(=O)Oc3ccccc3)CC2)cc1F,i,0.096,58
CCN1C(=O)c2cccc3c(NC(=O)Cc4ccc(C(C)C)cc4)ccc1c23,i,0.1,79
Cn1nccc1-c1nnc(NC(=O)c2ccc(Br)o2)o1,+,0.12*,61*
Cc1cc(OCC(=O)Nc2ccc(N(C)C)cc2)ccc1C(C)C,i,0.093,36
CCCS(=O)(=O)N1CCC(c2cccs2)CC1,i,0.078,60
COc1ccc(Cn2c(C3CC(=O)N(c4ccc(OC)cc4)C3)nc3ccccc32)cc1 (stereo not drawn),i,0.037,57
C=CCN1C(=O)C(CC(=O)Nc2ccc(OC)cc2)SC1=NS(=O)(=O)c1ccccc1 (stereo not drawn),i,0.09,49
CC(=O)Oc1ccc2c(c1)ncn2C,i,0.15,53
CCOc1cc(S(=O)(=O)N2CCN(CCO)CC2)ccc1F,i,0.074,20
Cc1ccc(SCCCC(=O)Nc2sc3c(c2-c2nc4ccccc4s2)CCN(C)C3)cc1,i,0.081,32
O=C(Nc1ccc(F)cc1)N1CCN(CCn2cccn2)CC1,i,0.12,47
COc1ccc(-c2csc(CN3CCN(C(=O)/C=C/c4cccs4)CC3)n2)cc1,i,0.13,50
COc1ccc(/C=C/C(=O)NCCN2CCn3cc(OC)c(=O)cc3C2=O)cc1OC,i,0.074,63
Nc1c(C(=O)N2CCCC2)sc2nc(-c3ccccc3)ccc12,i,0.032,45
COc1ccc(S(=O)(=O)NCCn2nc(-c3ccccc3)ccc2=O)c(OC)c1,i,0.05,19
COc1ccc(-n2ccnc(SCc3ccc(F)cc3Cl)c2=O)cc1,i,0.1,61
COc1ccc(N2C(=O)/C(=C/c3ccncc3)SC2=S)cc1,i,0.061,49
COc1ccccc1N1CCCn2c1nc1c2c(=O)n(Cc2cccc(C)c2)c(=O)n1C,i,0.077,48
COc1ccc(SCC(=O)Nc2nc(-c3ccccc3)c(C(C)=O)s2)cc1,i,0.089,56
CC(C)C(=O)Nc1ccc(C(=O)NCCNC(=O)c2cccs2)cc1,i,0.093,57
CCOc1ccc2ccccc2c1C(=O)Nc1nn(C)c2c1CC(C)C(=O)N2 (stereo not drawn),i,0.058,69
COc1ccc(-c2cc(N3CCC(C(=O)Nc4ccc(C(C)=O)cc4)CC3)ncn2)cc1,i,0.14,42
O=C(CSC1=NC2(CCCC2)N=C1c1ccccc1)Nc1ccccc1,i,0.11,61
COc1nn(C)cc1-c1nnc(SCC(=O)OCc2ccccc2)n1C,i,0.066,67
CCc1cccc2sc(N3CCN(C(=O)Cc4ccc(S(C)(=O)=O)cc4)CC3)nc12,i,0.044,52
CCOc1ccc(NC(=O)CCCn2nc(-c3ccc(Cl)cc3)ccc2=O)cc1,i,0.089,61
CC(C)(C)c1csc(CN2CCN(S(=O)(=O)c3cccnc3)CC2)n1,i,0.11,45
Cc1ccc(C(CNC(=O)C(=O)Nc2cccc(Cl)c2C)N2CCOCC2)cc1 (stereo not drawn),i,0.039,62
Cc1onc(-c2ccccc2Cl)c1C(=O)Nc1ccc(CC(=O)N2CCCC2)cc1,i,0.038,30
O=C(NC1CCCCC1N1C(=O)CSC1=O)c1cc(-c2ccco2)on1 (stereo not drawn),i,0.096,55
CCOCCn1c(N2CCN(CCc3ccccc3)CC2)nc2c1c(=O)[nH]c(=O)n2C,i,0.08,-2
Cn1c(=O)c2c(nc(N3CCCC3)n2CC(=O)O)n(C)c1=O,i,0.055,42
COC(=O)Cn1c(=O)c2c(nc3n(-c4ccc(C)cc4)c(-c4ccccc4)cn23)n(C)c1=O,i,0.058,64
Cn1c(SCc2nc(-c3cccc(C(F)(F)F)c3)no2)nc2cc3c(cc2c1=O)OCO3,i,0.1,53
O=C(NCC(O)c1cccc2ccccc12)C1CC1 (stereo not drawn),i,0.096,49
O=C(NC1CC(=O)N(c2ccc(F)cc2)C1)c1ccccc1Cl (stereo not drawn),i,0.054,70
COc1ccccc1N1CCN(CCNS(=O)(=O)c2ccc(Cl)s2)CC1,i,0.091,53
COc1ccc(S(=O)(=O)NCC2CCN(C(=O)Oc3ccccc3)CC2)cc1OC,i,0.11,63
CCOc1ccc2cc(S(=O)(=O)N3CCCCC3)ccc2c1,i,0.08,63
CCOC(=O)N1CCC(NC(=O)CCc2csc(NC(=O)c3ccco3)n2)CC1,i,0.11,62
CC(=O)c1cccc(NS(=O)(=O)N2CCOCC2)c1,i,0.085,51
O=C(Nc1nc(CCC(=O)N2CCc3ccccc32)cs1)c1ccc(Cl)cc1,i,0.1,62
COc1ccc(CNC(=O)c2n[nH]c3ccccc23)cc1,i,0.081,55
COc1cc(-c2ccc(=O)n(CC(=O)Nc3ccc(F)cc3F)n2)cc(OC)c1OC,i,0.1,102
CN1CCC(CNC(=O)Nc2ccc(C(C)(C)C)cc2)CC1,i,0.076,54
O=C(Cc1ccccc1Cl)N1CCN(c2ccc3nnc(C4CC4)n3n2)CC1,i,0.11,50
CCN(CC)S(=O)(=O)c1ccc(C(=O)NCC(C)(O)COC)cc1 (stereo not drawn),i,0.096,60
Cc1cc(C)cc(OCCNC(=O)c2cccs2)c1,i,0.1,59
CCOc1ccccc1NC(=O)C(=O)NCC1CCN(C(=O)c2ccncc2)CC1,i,0.081,63
CC(=O)Oc1c[nH]c2ccccc12,i,0.12,79
COc1cccc(-c2cc(CC(=O)NCCN3CCOCC3)no2)c1,i,0.085,39
Cc1ccc(NC(=O)NCCC(O)c2ccco2)cc1C (stereo not drawn),i,0.12,61
COc1ccc(Cl)cc1C(=O)NCc1ccsc1,i,0.076,64
CCOc1ccccc1-c1noc(-c2cn[nH]c2-c2ccccc2)n1,i,0.064,59
Cc1cccc(N2CC(c3nc4ccccc4n3CC(=O)N3CCCC3)CC2=O)c1 (stereo not drawn),i,0.077,61
O=C(NC1CCCCC1N1C(=O)CSC1=O)c1cc(-c2ccc(F)cc2)n[nH]1 (stereo not drawn),i,0.11,63
COc1ccc(NC(=O)c2ccc(-n3cnnn3)cc2)c(OC)c1,i,0.1,58
COc1ccc(-c2ccc(=O)n(CCNS(=O)(=O)c3ccc(OC)c(C)c3)n2)cc1,i,0.038,24
COc1cccc(C(CNC(=O)c2cccc3ccccc23)N2CCOCC2)c1 (stereo not drawn),+,0.091*,50*
Cc1cc(C)c(S(=O)(=O)N2CCCOC2CNC(=O)C(=O)NCCN2CCOCC2)c(C)c1 (stereo not drawn),i,0.093,75
# (list continues)
SMILES,AMPAR-TARP mod,AMPAR-TARP mod agonism max-min,AMPAR-TARP mod glutamate slope
COc1cc(S(=O)(=O)N2CC(C)CC(C)C2)ccc1F (stereo not drawn),i,0.12,59
Cc1ccc(N(C)S(=O)(=O)c2c(-c3ccccc3)csc2C(=O)NN)cc1,i,0.06,55
Cc1cc(C)c2c(=O)[nH]c(SCc3ccccc3)nc2n1,i,0.14,39
NCC1CCN(C(=O)c2ccoc2)CC1,i,0.054,59
C=Cc1ccc(Cn2nc3ccc(S(=O)(=O)N4CCCCC4)cn3c2=O)cc1,i,0.1,48
CC(C)Oc1ccc(C(=O)NCC(c2ccc(F)cc2)N2CCOCC2)cc1 (stereo not drawn),i,0.1,68
CCNC(=O)C(=O)NCC1OCCCN1S(=O)(=O)c1ccc(OC)cc1 (stereo not drawn),i,0.1,65
CC(C)(C)c1ccc(OCCC(=O)O)cc1,i,0.033,32
O=C(Nc1ccc(N2CCCCS2(=O)=O)cc1)C1CCCCC1,i,0.11,69
O=C(NCC#CCN1CCc2ccccc2C1)c1cccc(Cl)c1,i,0.062,56
Cc1ccc(N2CCN(S(=O)(=O)c3cc(Br)c(C)cc3C)CC2)c(C)c1,i,0.07,57
COc1ccc(S(=O)(=O)Nc2ccc3c(c2)N(C(=O)C(C)(C)C)CC3)cc1F,i,0.084,68
COc1ccc(CN2COc3ccc4c(=O)c(-c5ccccc5)coc4c3C2)cc1OC,i,0.04,29
CC(NC(=O)Cc1csc(NC(=O)c2ccc[nH]c2=O)n1)c1ccccc1 (stereo not drawn),i,0.072,38
O=C(NCC1CCN(C(=O)COc2ccccc2)CC1)c1nc2ccccc2s1,i,0.073,58

# Random excerpt: four records from the list.
SMILES,AMPAR-TARP mod,AMPAR-TARP mod agonism max-min,AMPAR-TARP mod glutamate slope
CC(=O)Oc1c[nH]c2ccccc12,i,0.12,79
CCOc1cc(S(=O)(=O)N2CCN(CCO)CC2)ccc1F,i,0.074,20
COc1cc(-c2ccc(=O)n(CC(=O)Nc3ccc(F)cc3F)n2)cc(OC)c1OC,i,0.1,102
C=CCN1C(=O)C(CC(=O)Nc2ccc(OC)cc2)SC1=NS(=O)(=O)c1ccccc1 (stereo not drawn),i,0.09,49

# (list continues)
SMILES,AMPAR-TARP mod,AMPAR-TARP mod agonism max-min,AMPAR-TARP mod glutamate slope
O=C(Nc1ccc(F)cc1F)c1ncccn1,i,0.12,55
O=C(NCc1ccccc1Cl)C(=O)NC(c1ccccc1)c1ccccc1,i,0.089,60
COc1cccc(CNC(=S)Nc2ccc(Nc3ccccc3)cc2)c1,i,0.13,-4
CCCOc1ccc(N2CCN(C(=O)COc3cccc(C)c3)CC2)nn1,i,0.042,48
Cc1nc(C)c(C(=O)N2Cc3nn(-c4ccccc4C)c(-n4cccc4)c3C2)s1,i,0.078,71
O=C(Nc1ccc(CC(=O)N2CCOCC2)cc1)NC(c1ccccc1)c1ccccc1,i,0.15,50
Cc1cccc(C)c1NC(=O)C(=O)NCC(c1cccc2ccccc12)N1CCCC1 (stereo not drawn),i,0.067,56
O=C(CCCS(=O)(=O)c1ccc(Cl)cc1)Nc1nc(-c2nc3ccccc3s2)cs1,i,0.11,48
Cn1nc(CNC(=O)c2cccc(C#N)c2)c2ccccc2c1=O,+,0.23*,62*
O=C(NCC1(c2cccs2)CCOCC1)Nc1cccc(C(F)(F)F)c1,i,0.17,45
Cc1noc(C)c1CCC(=O)NCc1n[nH]c(=O)c2ccccc12,i,0.12,59
O=C(NCC1CCCO1)c1ccc(Cn2c(=S)[nH]c3ccc(Br)cc3c2=O)cc1 (stereo not drawn),i,0.1,85
COc1ccc(CC(=O)Nc2ccc(CC(=O)N(C)C)cc2)cc1,i,0.065,39
O=C(NCCC1=CCCCC1)c1ccc2c(=O)n(Cc3ccccc3Cl)c(=S)[nH]c2c1,i,0.13,62
Cc1ccccc1Cn1cc(C(=O)Nc2cccc(Br)c2)ccc1=O,i,0.11,37

# Limited to AMPAR-TARP mod glutamate slope and AMPAR-TARP mod, for 4 of the compounds above:
mol,AMPAR-TARP mod glutamate slope,AMPAR-TARP mod
CCOCCn1c(N2CCN(CCc3ccccc3)CC2)nc2c1c(=O)[nH]c(=O)n2C,-2,i
Cn1c(=O)c2c(nc(N3CCCC3)n2CC(=O)O)n(C)c1=O,42,i
COC(=O)Cn1c(=O)c2c(nc3n(-c4ccc(C)cc4)c(-c4ccccc4)cn23)n(C)c1=O,64,i
Cn1c(SCc2nc(-c3cccc(C(F)(F)F)c3)no2)nc2cc3c(cc2c1=O)OCO3,53,i

# Complete entries as entered above. Screens in order: AMPAR-TARP mod	AMPAR-TARP mod agonism max-min	AMPAR-TARP mod glutamate slope
# `O=C(Nc1ccc(F)cc1F)c1ncccn1` in the list: i	0.12	55
# `O=C(NCC1CCCO1)c1ccc(Cn2c(=S)[nH]c3ccc(Br)cc3c2=O)cc1` (stereo not drawn) in the list: i	0.1	85

# (cont.)
SMILES,AMPAR-TARP mod,AMPAR-TARP mod agonism max-min,AMPAR-TARP mod glutamate slope
O=C(c1nnn(-c2ccccc2)c1CSc1ncccn1)N1CCN(c2cccc(Cl)c2)CC1,i,0.071,53
COc1ccc2nc(-c3ccc(Cl)c(NC(=O)Nc4cccs4)c3)cn2n1,i,0.074,47
Cc1ccc(N2CCCS2(=O)=O)cc1NC(=O)NCc1cccc2ccccc12,i,0.12,66
CC(=O)c1cccc(S(=O)(=O)N2CCCN(CCn3cccn3)CC2)c1,i,0.16,82
CCc1nc(-n2cccc2)sc1C(=O)NCc1ccc(OC)c(OC)c1,i,0.1,59
COc1cc(C)c(C)cc1S(=O)(=O)Nc1ccc(CC(=O)NCc2cccs2)cc1,i,0.06,36
O=C(CCc1ccccc1)Nc1ccc2c(c1)CN(S(=O)(=O)c1ccccc1)CC2,i,0.063,46
O=S(=O)(Cc1ccc(F)cc1)NCCc1csc2nc(-c3cccs3)nn12,i,0.18,43
CCOC(=O)N1CCN(C(c2cccc(F)c2)c2sc3nc(CC)nn3c2O)CC1 (stereo not drawn),i,0.096,61
COc1ccc(S(=O)(=O)CC(=O)Nc2nnc(-c3ccccc3OC)o2)cc1,i,0.035,46
COc1ccc(N2C(=O)CCS2(=O)=O)cc1S(=O)(=O)Nc1cccc(Cl)c1,i,0.078,62
COc1ccc(CNC(=O)C(=O)NCC2CCN(C)CC2)cc1,i,0.1,57
Cc1cccc(NC(=O)c2cc3c(=O)n(C)c(=O)n(C)c3s2)c1C,i,0.2,54
COc1ccc(S(=O)(=O)N2CCCCC2CCNC(=O)C(=O)Nc2ccc(F)cc2)cc1 (stereo not drawn),i,0.11,78
CS(=O)(=O)c1ccc(CC(=O)Nc2nc(-c3ccc(Cl)c(Cl)c3)cs2)cc1,i,0.11,56

# The closing three entries of the part before come first, to join the parts.
SMILES,AMPAR-TARP mod,AMPAR-TARP mod agonism max-min,AMPAR-TARP mod glutamate slope
Cc1cccc(NC(=O)c2cc3c(=O)n(C)c(=O)n(C)c3s2)c1C,i,0.2,54
COc1ccc(S(=O)(=O)N2CCCCC2CCNC(=O)C(=O)Nc2ccc(F)cc2)cc1 (stereo not drawn),i,0.11,78
CS(=O)(=O)c1ccc(CC(=O)Nc2nc(-c3ccc(Cl)c(Cl)c3)cs2)cc1,i,0.11,56
CS(=O)(=O)N1CCCc2cc(NC(=O)c3ccc(Br)o3)ccc21,i,0.039,31
N#Cc1ccc(Cl)cc1NC(=O)C(=O)NCC1CCN(C(=O)c2cccnc2)CC1,i,0.12,73
COc1ccc(OC)c(NC(=O)Cn2cc(OC)c(=O)cc2CSc2ncccn2)c1,i,0.07,39
COc1ccc(-c2ccc(N3CCN(C(=O)c4ccccc4Cl)CC3)nn2)cc1,i,0.12,62
Cc1nc2ccccc2n1CC(O)COc1ccccc1Cl (stereo not drawn),i,0.054,60

# Screening results from PubChem.
